Screening data (PubChem)
RGS7-Gao reg = regulators of human RGS7-Galphao interaction; P09471; Multiplexed bead flow cytometry, RGS7-Galphao binding; actives lie on both sides; binding response (% of control), % at 10 µM; hit rate 0.35% among 220,000; in the data active means binding response below about 49% or above about 150%; inconclusive means no clear call, values can overlap the other calls; inactive means in between;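 further: fluorescent Galphao held in activated GDP-AlF4 state binding bead-coupled RGS7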
Bcl-XL Bim block = disrupts Bim peptide binding to human Bcl-XL | Q07817 | bead flow cytometry, fluorescence | inhibition, % at 10 µM | hit rate 0.04% among 190,000
Mcl1 Bid PPI = disrupts binding of human Mcl-1 to Bid peptide | inhibition, % at 21.7 µM | hit rate 0.97% among 220,000 | TR-FRET Mcl-1/Bid-Dy647 peptide binding, 1536-well | Q07820;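 active means compounds that cut the binding signal by more than half at the single screening dose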;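 further: His-tagged Mcl-1 with europium anti-His antibody binding Bid BH3 peptide; 0% = Mcl-1 plus peptide wells and 100% = peptide-only wells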
Target sequence (Q07820 whole entry, looked up): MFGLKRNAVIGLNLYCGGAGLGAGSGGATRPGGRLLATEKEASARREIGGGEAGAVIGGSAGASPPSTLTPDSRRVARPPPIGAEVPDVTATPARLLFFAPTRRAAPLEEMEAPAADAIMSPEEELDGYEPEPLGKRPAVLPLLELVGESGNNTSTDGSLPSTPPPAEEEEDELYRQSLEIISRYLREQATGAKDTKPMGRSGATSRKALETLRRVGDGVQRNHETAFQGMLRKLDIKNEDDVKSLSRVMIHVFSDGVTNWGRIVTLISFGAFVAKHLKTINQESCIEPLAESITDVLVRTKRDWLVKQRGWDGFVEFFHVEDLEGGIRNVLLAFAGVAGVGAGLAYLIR
Bfl-1 Bim block = human Bim-Bfl-1 interaction inhibition; Q16548; Bead-based flow cytometry, Bim-Bfl-1 binding inhibition; inhibition, % at 10 µM; hit rate 0.12% among 190,000; AID 1008;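 further: 0% = wells without compound plus tracer and 100% = blocker peptide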
Mcl1 Noxa PPI = disrupts binding of human Mcl-1 to Noxa peptide; TR-FRET Mcl-1/Noxa peptide binding, 2 h; inhibition, % at 21.7 µM; hit rate 1.5% among 220,000;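 active means compounds that cut the protein-peptide binding signal by more than 50% relative to plate controls in a single-dose test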;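 further: His-tagged Mcl-1 with rhodamine Noxa BH3 peptide and terbium anti-His antibody; 0% = Mcl-1 plus Noxa peptide wells and 100% = peptide-only wells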
Bim-Bcl-W = disrupts Bim peptide binding to human Bcl-W. bead-based flow cytometry. inhibition, % at 10 µM. hit rate 0.02% among 190,000;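 further: 0% = bound tracer without compound and 100% = peptide blocker; higher means less fluorescent Bim peptide bound to Bcl-W beads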
Target sequence (Q92843 whole entry, looked up): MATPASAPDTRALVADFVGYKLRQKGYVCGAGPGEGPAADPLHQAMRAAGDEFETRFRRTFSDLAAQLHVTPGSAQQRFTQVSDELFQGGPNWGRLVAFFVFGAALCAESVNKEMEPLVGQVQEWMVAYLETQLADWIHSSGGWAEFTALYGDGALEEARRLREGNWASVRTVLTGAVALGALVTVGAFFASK
RGS8-Gao = regulators of human RGS8-Galphao interaction. P09471. multiplexed bead flow cytometry, RGS8-Galphao binding; actives lie on both sides. response (percent of control binding), % at 10 µM. hit rate 0.34% among 220,000; in the data active means response below about 60% or above about 140%; inactive means in between;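 further: Galphao activated as the GDP aluminium fluoride complex binding bead-coupled RGS8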
RGS4-Gao reg = human RGS4-Galphao interaction regulation | P09471 | Multiplexed bead flow cytometry, RGS4-Galphao binding; actives lie on both sides | binding response (% of control), % at 10 µM | hit rate 0.33% among 220,000; in the data active means binding response below about 49% or above about 150%; inactive means in between;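 further: fluorescent Galphao activated with aluminum fluoride binding bead-coupled RGS4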
Bim-Bcl-B = disrupts Bim peptide binding to human Bcl-B | AID 951 | inhibition, % at 10 µM | hit rate 0.073% among 190,000 | bead-based flow cytometry;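 further: 0% = tracer peptide without compound and 100% = reference inhibitor peptide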
Target sequence (Q9HD36 whole entry, looked up): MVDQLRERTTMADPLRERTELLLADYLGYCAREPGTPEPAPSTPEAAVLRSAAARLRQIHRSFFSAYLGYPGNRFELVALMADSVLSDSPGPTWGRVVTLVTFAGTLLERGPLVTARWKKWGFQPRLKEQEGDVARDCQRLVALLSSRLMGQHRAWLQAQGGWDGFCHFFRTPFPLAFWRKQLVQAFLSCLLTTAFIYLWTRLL
Bim-Bcl-2 = inhibitors of Bim-Bcl-2 interaction, human; Bead-based flow cytometry, Bim peptide-Bcl-2 binding; hit rate 0.06% among 190,000; inhibition, % at 10 µM; P10415; in the data active means inhibition above about 40%; inconclusive means no clear call, values can overlap the other calls;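 further: 0% = no compound wells with probe peptide and 100% = reference peptide inhibitor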
Target sequence (P10415 whole entry, looked up): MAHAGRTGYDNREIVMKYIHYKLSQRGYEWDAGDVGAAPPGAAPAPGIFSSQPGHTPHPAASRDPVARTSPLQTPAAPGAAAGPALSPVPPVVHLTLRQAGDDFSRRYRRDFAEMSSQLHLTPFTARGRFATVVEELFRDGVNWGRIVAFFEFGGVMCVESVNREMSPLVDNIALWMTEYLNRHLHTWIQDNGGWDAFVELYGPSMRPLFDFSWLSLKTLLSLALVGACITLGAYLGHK
Bim-Mcl-1 = disrupts Bim peptide binding to human Mcl-1; Q07820; Bead-based flow cytometry, Bim peptide-Mcl-1 binding; inhibition, % at 10 µM; hit rate 0.1% among 190,000; AID 1009;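 further: 0% = no compound tracer wells and 100% = peptide blocker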
The depositor's hits bear a star; ? = inconclusive; · = no result given. Unless noted, no stated cut-off is given here; in the data, active means inhibition above about 40%.

SMILES | RGS7-Gao reg | Bcl-XL Bim block | Mcl1 Bid PPI | Bfl-1 Bim block | Mcl1 Noxa PPI | Bim-Bcl-W | RGS8-Gao | RGS4-Gao reg | Bim-Bcl-B | Bim-Bcl-2 | Bim-Mcl-1
O=C(NC1CCCCCC1)c1c2c(nc3ccccc13)CCN(Cc1ccccc1)C2 | 98 | -7 | -18 | 0 | 6 | -3 | 92 | 80 | -6 | -1 | -4
O=C(CN1CCc2ccccc21)NC(=O)NCc1ccco1 | · | -4 | -32 | 2 | 19 | -1 | · | · | -2 | -5 | -1
Oc1oc(-c2ccccc2Br)nc1/C=N/c1ccccn1 | 98 | -4 | -28 | -7 | 17 | -4 | 101 | 99 | -3 | -3 | -3
O=C(CSc1nnc(-c2ccncc2)n1-c1ccc(Cl)cc1)N1CCOCC1 | 132 | -2 | -1 | -2 | 20 | 1 | 98 | 107 | 0 | -1 | -6
Cc1ccc(S(=O)(=O)N(CC#N)CC#N)cc1 | 106 | 0 | -13 | -6 | -3 | 1 | 105 | 102 | -1 | -4 | 1
CN1CCN(/C=N/c2c(C#N)cnn2Cc2ccccc2)CC1 | 102 | -6 | -6 | -1 | 11 | -5 | 101 | 101 | 0 | -2 | -4
Cc1cccc(NC(=O)CSc2nnc(CCC(=O)Nc3ccc(C)c(Cl)c3)n2C)c1 | 100 | -16 | -8 | -10 | -66 | -1 | 99 | 99 | -8 | -6 | -2
Cc1cc(O)c(C=Nc2ccc(Cl)cn2)c(=O)o1 | 104 | -10 | -2 | -9 | 5 | -1 | 118 | 112 | -10 | -6 | -5
COC(=O)c1nn(-c2ccccc2)c(Sc2ccc(OC)cc2)c1/C=N/O | 98 | -8 | -22 | -17 | -4 | -3 | 99 | 98 | -12 | -13 | -5
CC(C)c1ccc(NC(=O)COC(=O)c2c[nH]c(=O)[nH]c2=O)cc1 | 99 | -5 | -25 | 3 | 42 | -4 | 86 | 98 | 0 | -4 | -4
CCOC(=O)C1=C(O)/C(=C/c2ccc(OCC(=O)O)c(OCC)c2)SC1=Nc1ccccc1 | 102 | 1 | 5 | -3 | 26 | 0 | 100 | 99 | 1 | 0 | 2
COc1cc2c(cc1OC)CN(c1ccc([N+](=O)[O-])cc1Cl)CC2 | 96 | -1 | -59 | 11 | 5 | 0 | 98 | 99 | -12 | 2 | -3
O=C(CO/N=C/c1ccccc1OC(F)F)NC1CCCC1 | 99 | 1 | 7 | -3 | 3 | 1 | 101 | 97 | 0 | 0 | 0
CCn1c(CCCNC(=O)c2cccs2)nc2ccccc21 | 96 | -3 | -4 | -12 | -2 | 1 | 101 | 98 | -8 | -10 | -1
Cc1cccc(-n2cnc3cc([N+](=O)[O-])ccc32)c1 | 111 | -5 | -7 | 18 | 11 | 1 | 99 | 99 | -32 | 4 | -6
CC(NC(=O)c1csc2ccccc12)C1CCCO1 (configuration not stated) | 99 | -20 | -4 | -12 | 11 | 0 | 100 | 101 | -6 | -11 | -1
COC(=O)c1ccccc1NC(=O)c1cccc(NC(=O)C(C)C)c1 | 99 | -4 | -23 | -3 | -4 | 0 | 105 | 104 | -2 | -4 | 0
O=C1C2CC(O)CN2C(=S)N1Cc1ccccc1 (configuration not stated) | ? | · | 10 | · | -2 | · | 101 | 95 | · | · | ·
Cc1ccc(CN2CCSc3sccc3C2=O)cc1 | 95 | -4 | -10 | -4 | 12 | -2 | 98 | 102 | -6 | -2 | -1
COc1ccc(-n2c(C(C)(C)C)csc2=Nc2c(C)n(C)n(-c3ccccc3)c2=O)cc1 | 102 | -1 | -50 | 5 | 9 | 0 | 103 | 102 | -4 | -1 | -4
CSc1ccc(/C=N/NC(=O)c2cccc(O)c2)cc1 | 111 | -1 | -16 | 1 | 8 | 0 | 105 | 114 | 0 | 0 | 0
CC(C)(C)c1ccc(C(=O)Nc2ccc(NC(=O)C(=O)O)cc2)o1 | 110 | 0 | 1 | -5 | -12 | 0 | 100 | 106 | -6 | -3 | -3
CC(C)NC(=O)/C(=C/c1cn(-c2ccccc2)nc1-c1cccc([N+](=O)[O-])c1)NC(=O)c1ccccc1 | 105 | -1 | -1 | 1 | 5 | -1 | 103 | 102 | -3 | -4 | -6
O=C(NCCCN1CCOCC1)c1ccc(Cl)s1 | 99 | -1 | -35 | -13 | -9 | 1 | 103 | 105 | -3 | -2 | 3
CCC(C)NC(=O)c1c(N)n(/N=C/c2cccs2)c2nc3ccccc3nc12 (configuration not stated) | 105 | -8 | -100 | -6 | -30 | 0 | 103 | 101 | -13 | -8 | 0
Cc1csc(C2=C(O)CN(CCc3ccccc3)C2=N)n1 | 100 | -3 | -18 | -1 | -8 | -1 | 104 | 103 | -2 | -6 | -8
CCOc1cc(/C=N/NC(=O)COc2ccc(C)cc2)ccc1OC(=O)c1cccs1 | 96 | -3 | -8 | 0 | -4 | 1 | 94 | 96 | 2 | -1 | -2
COc1cc2c(=O)n(CCCC(=O)NCC3CCCO3)c(=O)n(CC(=O)c3ccc(F)cc3)c2cc1OC (configuration not stated) | 102 | 3 | -9 | -2 | 11 | -3 | 103 | 103 | 0 | 0 | -1
CCCN1CCN(CCCNC(=O)c2cc3c(=O)[nH]c4ccccc4c3s2)CC1 | 102 | -7 | -8 | -8 | 14 | -4 | 101 | 103 | -6 | -9 | -3
CC(C)CCn1cnc2c([nH]c3cccc(Cl)c32)c1=O | 110 | -3 | 19 | -2 | 5 | 0 | 112 | 112 | -1 | -3 | 0
Cc1cc(C)n2nc(SCC(=O)N(C(C)C)C(C)C)nc2n1 | 99 | -6 | -4 | -10 | 23 | 0 | 98 | 102 | -8 | -5 | 0
COCC(C)n1c(C)cc(C(=O)CSc2cc(C)c3ccccc3n2)c1C (configuration not stated) | 100 | -9 | -61 | 2 | 4 | -6 | 100 | 96 | -15 | -3 | -8
COc1ccc2c(c1)C(SCC(=O)NCCc1ccc(Cl)cc1)CC(C)(C)O2 (configuration not stated) | 102 | -6 | 5 | -3 | 9 | -7 | 99 | 100 | -4 | -3 | -4
C/C(=N\NC(=O)c1cccnc1)c1cc2ccccc2o1 | 97 | 0 | -29 | -2 | -12 | -2 | 97 | 97 | 2 | 3 | 4
CCO[C@@H]1OC(C(=O)NC2CC2)=C[C@H](C)[C@H]1CCCO | ? | · | -1 | · | -5 | · | 102 | 101 | · | · | ·
CCCCc1cc(=O)oc2cc(OCc3nn[nH]n3)c(Cl)cc12 | 96 | 2 | 31 | -3 | 21 | 2 | 95 | 94 | 0 | 2 | 0
O=C(C1=C[C@H](c2ccc(Br)cc2)C[C@H](OCCCCO)O1)N1CCN(Cc2ccccc2)CC1 | 88 | -1 | -3 | -3 | -12 | -3 | 100 | 91 | -2 | -2 | 0
O=C(O)c1ccccc1-c1nc(-c2ccccc2)c(-c2ccccc2)[nH]1 | 100 | 0 | -8 | -2 | 16 | 1 | 101 | 103 | -2 | 2 | 0
CCCCN(Cc1ccccc1)C(=O)CCN1C(=O)C2C3C=CC(C3)C2C1=O (configuration not stated) | ? | -1 | -10 | -9 | -1 | -1 | 103 | 105 | -3 | -2 | -2
Cc1ccc(NC(=O)c2cccc(NC(=O)/C=C/c3ccco3)c2)cc1C | 100 | -11 | 9 | -6 | 37 | -8 | 99 | 102 | -15 | -4 | -10
Cc1ccc(S(=O)(=O)N2CCC(C(=O)N/N=C/c3cccnc3)CC2)cc1 | 102 | -2 | -11 | -2 | -8 | -5 | 104 | 103 | -3 | -1 | -2
CCCSc1nc2c(c(=O)n1CC)SC(C)C2 (configuration not stated) | 105 | -3 | -25 | -9 | 13 | 0 | 99 | 101 | -8 | -9 | 0
Cc1cc(S(=O)(=O)Nc2c(C)nc3nc[nH]n3c2=O)ccc1F | 104 | -2 | -17 | -5 | 10 | -2 | 102 | 104 | -1 | -1 | 0
C/C(=N\Nc1cc(C)nc(-c2ccccc2O)n1)c1ccccc1O | ? | · | -14 | · | 7 | · | 84 | 78 | · | · | ·
CC(=O)c1ccc(NC(=S)N(C)C2CCN(C)CC2)cc1 | 104 | -5 | -54 | 0 | 5 | -2 | 104 | 102 | -11 | -3 | -3
O=C(NCC1CCCO1)C1CCN(C(=O)c2ccc(Cl)cc2)CC1 (configuration not stated) | 99 | -4 | -3 | -12 | -4 | 0 | 100 | 98 | -6 | -5 | 0
CC1(C)C(=O)OC(C(=O)c2ccc(Cl)cc2)C(C)(C)C1=O (configuration not stated) | 100 | -3 | 2 | -1 | -33 | -3 | 99 | 100 | -4 | -1 | -1
CCOC(=O)C(Cc1c[nH]c2ccccc12)NC(=O)c1ccco1 (configuration not stated) | 108 | 6 | -66 | 1 | 11 | 7 | 103 | 102 | 0 | 0 | -2
Nc1cccc(Oc2c(F)c(F)c(Oc3cccc(N)c3)c(F)c2F)c1 | ? | · | -37 | · | 40 | · | 99 | 90 | · | · | ·
COCCCNc1nc(=S)[nH]c2cc(OC)c(OC)cc12 | 95 | 24 | -26 | -4 | 45 | 21 | 100 | 102 | 13 | 2 | 15
CC(=O)Nc1ccc(NC(=O)CN2CCCC(C)C2)c(Cl)c1 (configuration not stated) | 109 | -4 | 0 | -10 | 11 | 0 | 105 | 106 | -3 | 0 | 3
COc1ccc(CCNC(=O)Cn2cccc2C(=O)c2ccccc2)cc1OC | 104 | -5 | -8 | 0 | -2 | -4 | 104 | 103 | -5 | -2 | -5
COc1ccc(-c2cc3ccccc3n2CC(O)CN2CCN(CCO)CC2)cc1 (configuration not stated) | 87 | -7 | -28 | -12 | 7 | -1 | 94 | 91 | -4 | -7 | -1
CC1S/C(=N/N=C/c2cccc([N+](=O)[O-])c2)NC1=O (configuration not stated) | ? | · | -15 | · | -14 | · | 96 | 96 | · | · | ·
Cc1cccc(-c2nnc(NC(=O)c3ccc(N4C(=O)CCC4=O)cc3)s2)c1 | 102 | -6 | 9 | -3 | 5 | -7 | 101 | 95 | -11 | -2 | -8
COc1ccccc1C(=O)NCc1ccccc1 | 105 | -5 | -12 | 0 | -8 | -3 | 104 | 105 | -4 | 2 | 0
NS(=O)(=O)c1cccc(NC(=O)COC(=O)CN2C(=O)C3CC=CCC3C2=O)c1 (configuration not stated) | 109 | -4 | -17 | -6 | 7 | -4 | 102 | 107 | -4 | -2 | -2
Cn1ccnc1SCC(=O)c1cccc(Br)c1 | 101 | -6 | -66 | -11 | 5 | 2 | 99 | 100 | -35 | -18 | -123
COc1ccc(N2CCN(Cc3nc(N)nc(Nc4ccccc4OC)n3)CC2)cc1 | 100 | -12 | -19 | -23 | 17 | -6 | 101 | 102 | -11 | -13 | -8

Three entries out of the list above, sorted by their value in Mcl1 Noxa PPI, low to high:
SMILES | RGS7-Gao reg | Bcl-XL Bim block | Mcl1 Bid PPI | Bfl-1 Bim block | Mcl1 Noxa PPI | Bim-Bcl-W | RGS8-Gao | RGS4-Gao reg | Bim-Bcl-B | Bim-Bcl-2 | Bim-Mcl-1
CCOC(=O)C(Cc1c[nH]c2ccccc12)NC(=O)c1ccco1 (configuration not stated) | 108 | 6 | -66 | 1 | 11 | 7 | 103 | 102 | 0 | 0 | -2
CCCN1CCN(CCCNC(=O)c2cc3c(=O)[nH]c4ccccc4c3s2)CC1 | 102 | -7 | -8 | -8 | 14 | -4 | 101 | 103 | -6 | -9 | -3
Cc1cc(C)n2nc(SCC(=O)N(C(C)C)C(C)C)nc2n1 | 99 | -6 | -4 | -10 | 23 | 0 | 98 | 102 | -8 | -5 | 0

This is a random part of the collection; about 2.7% have a hit in one of these screens.
